PV pol inh = poliovirus RdRp elongation inhibitors, primary screen, biochemical, fluorescence polarization, total intensity | Genome polyprotein (Poliovirus type 1 (strain Mahoney)), P03300 | poliovirus polymerase elongation; hits give low values | % elongation, % (compound at 16.7 µg/mL) | hit rate 0.66% among 150,000 | AID 588519, 2011; in the data active = % elongation below about 90%; note: some results filed as inactive read as strong as hits
Target sequence (P03300 1749-2209 limits assumed): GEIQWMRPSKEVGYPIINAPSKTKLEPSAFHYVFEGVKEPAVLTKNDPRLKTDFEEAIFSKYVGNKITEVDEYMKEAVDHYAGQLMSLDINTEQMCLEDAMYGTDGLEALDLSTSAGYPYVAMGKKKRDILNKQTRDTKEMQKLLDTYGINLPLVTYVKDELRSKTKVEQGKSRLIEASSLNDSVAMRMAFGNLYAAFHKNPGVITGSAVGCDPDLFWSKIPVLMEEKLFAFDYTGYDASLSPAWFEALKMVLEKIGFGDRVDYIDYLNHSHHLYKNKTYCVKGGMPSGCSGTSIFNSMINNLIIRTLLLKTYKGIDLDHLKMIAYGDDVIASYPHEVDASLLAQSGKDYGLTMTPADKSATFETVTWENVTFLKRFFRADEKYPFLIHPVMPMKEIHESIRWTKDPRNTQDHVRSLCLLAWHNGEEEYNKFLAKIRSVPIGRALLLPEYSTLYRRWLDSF
PV pol inh FP z-score = further read-out of PV pol inh, marked with its call; z-score; measured here: FP z-score; hits read low
* hit, by the source's call.

Order of values – PV pol inh	PV pol inh FP z-score
COC(=O)c1ccc(NC(=O)C(c2ccccc2)N2Cc3ccccc3C2=O)cc1 (stereo unspecified)
→ 106	-0.4
Cc1sc2nc(C)n(C3CCN(CC(=O)NCC4CC4)CC3)c(=O)c2c1C
→ 102	0.2
CC(NC(=O)c1ccccc1F)C1CC1 (stereo unspecified)
→ 100	-0.4
N#CCCn1cc(/C=N/n2c(=O)[nH]c3ccccc3c2=O)c(-c2ccc(F)cc2)n1
→ 96	-1
CCOc1ccc(NC(=O)N2CCN(S(=O)(=O)c3ccc4c(ccn4C)c3)CC2)cc1
→ 106	-0.2
O=C(NCCCO)c1nn(-c2ccc(Cl)cc2)nc1CO
→ 101	-1.3
COc1ccc(C2N3CCCN23)cc1 (stereo unspecified)
→ 101	0.3
CCN(C(=O)c1cc2c(=O)oc3ccccc3c2s1)c1ccccc1F
→ 108	0.6
O=C(NC1CCCC1)c1ccc2c(=O)n3c(nc2c1)CCCCC3
→ 100	-0.8
COC(=O)c1ccc(COc2ccc(/C=N/NC(N)=O)cc2)o1
→ 97	-0.2
NC(=O)C1CCN(C(=O)CCc2nc3ccccc3n2-c2ccccc2)CC1
→ 101	0
CCn1c2ccc(F)cc2c2nc(C)sc21
→ 102	0.5
COCCNc1ncnc2c1c(-c1ccccc1)cn2-c1cccc(Cl)c1
→ 103	0.1
CCn1cc(C(=O)OCC(=O)N(C)Cc2ccccc2)c(=O)c2ccc(C)nc21
→ 102	0.2
O=C1c2ccccc2C(=O)c2oc(-c3ccc(F)cc3)nc21
→ 97	-1.5
CC(NC(=O)c1ccc(C(C)(C)C)cc1)C(=O)O (stereo unspecified)
→ 100	-0.3
COC(OC)(C(=O)c1ccccc1)c1ccccc1
→ 104	0.4
COc1ccc(NC(=O)Cn2nc(-c3ccncc3)ccc2=O)cc1Cl
→ 110	0.7
CCCCS(=O)(=O)Nc1cccc(Cl)c1
→ 99	-1.4
O=C(CSc1nc2ccccc2s1)c1ccc[nH]1
→ 58*	-5.2*
Cc1ccc(C)c(NC(=O)Cn2c(=O)n(Cc3nc(C)no3)c(=O)c3cc4c(cc32)OCO4)c1
→ 108	-0.1
Cc1ccc(CNC(=O)c2ccc(Cn3nc(C)c(Cl)c3C)o2)cc1
→ 101	-0.2
CC(=O)N1CCN(CC(=O)N2CCc3ccccc3C2)CC1
→ 96	-0.7
Fc1cnc(Nc2cccc(Br)c2)nc1Nc1cccc(Br)c1
→ 106	0.8
Cc1ccc(C)c(N2CCN(S(=O)(=O)c3cc(C(=O)Nc4cc(Cl)cc(Cl)c4)ccc3F)CC2)c1
→ 107	-0.3
COc1cccc(-c2ccc3c(N)c(C(=O)c4ccc(Br)cc4)sc3n2)c1
→ 156	7.4
CC(=O)NC(=S)Nc1ccc(Cl)cc1
→ 99	-0.3
COc1cccc(NC(=O)CSc2nc(=O)n(Cc3ccncc3)c3c2CCC3)c1
→ 105	-0.2
O=C(Cn1c(=O)n2nc(-c3cccc(F)c3)nc2c2ccccc21)NCc1ccc(Cl)cc1
→ 107	0.3
CC(C(=O)O)n1c(-c2cccs2)n[nH]c1=S (stereo unspecified)
→ 105	0.3

An excerpt from above in order of length of the SMILES, falling.
Order of values – PV pol inh	PV pol inh FP z-score
N#CCCn1cc(/C=N/n2c(=O)[nH]c3ccccc3c2=O)c(-c2ccc(F)cc2)n1
→ 96	-1
COc1cccc(-c2ccc3c(N)c(C(=O)c4ccc(Br)cc4)sc3n2)c1
→ 156	7.4
COC(OC)(C(=O)c1ccccc1)c1ccccc1
→ 104	0.4

Later entries.
Order of values – PV pol inh	PV pol inh FP z-score
CC1=C(c2ccc(C)c(C)c2)S(=O)(=O)N=C1N1CCC(C(=O)Nc2ccc(Cl)cc2)CC1
→ 100	-0.4
Cc1ccc(-n2nc(C)c3c(=O)[nH]c(C(F)(F)F)nc32)cc1
→ 97	-0.4
C=CCNc1nc(C)nc(OC)n1
→ 104	0.8
FC(F)(F)c1ccccc1NCn1nnc2ccccc21
→ 102	0.1
COc1ccccc1NC(=O)Cn1c(=O)n2nc(C)nc2c2ccccc21
→ 101	0.1
COc1ccc(-c2nnc(SCC#N)n2C2CCCCC2)cc1OC
→ 104	0.2
COc1ccccc1C(=O)Nc1nnc(S(=O)(=O)N(C)c2ccc(Cl)cc2)s1
→ 104	-0.4
Cc1ccc(Cl)cc1NC(=O)COCc1cc(-c2ccco2)on1
→ 104	-0.8
CC(NC(=O)Nc1ncccn1)(C(F)(F)F)C(F)(F)F
→ 102	0
CCC(C(=O)NCCc1ccc(SC)cc1)n1nc(C)c2c(C)n(-c3ccc(C)cc3)nc2c1=O (stereo unspecified)
→ 110	0.4
O=c1cccc2n1CC1CC2CN(CC(O)COc2ccccc2)C1 (stereo unspecified)
→ 99	-0.3
CS(=O)(=O)Cc1ccc(C(=O)N2CCCC2c2cccs2)cc1 (stereo unspecified)
→ 100	0
Cc1[nH]c(=S)c(C#N)c(C)c1CCC#N
→ 107	0.4
Cc1ccc(CCNC(=O)NCc2noc3ccc(C)cc23)cc1
→ 94	-1.5
O=C(O)C(F)(F)C12OC3C4C5CC(C6C5C3C61)C42 (stereo unspecified)
→ 102	0.2
O=S(=O)(/N=C(/c1ccccc1)N1CCCCC1)c1ccccc1
→ 103	0.1
O=c1[nH]c(N2CCN(Cc3ccccc3)CC2)nc(O)c1Cc1ccccc1
→ 102	0
CC(NC(=O)c1cccs1)C(c1cccs1)N1CCN(c2ccccc2)CC1 (stereo unspecified)
→ 100	-0.6
O=C(CCCN1C(=O)c2ccccc2C1=O)N1CCCCC1
→ 104	0.8
CCOC(=O)CSc1nc2ccc(NC(=O)c3ccc(F)cc3)cc2s1
→ 109	0.6
O=C(O)CC(Cn1[nH]nnc1=S)c1ccccc1 (stereo unspecified)
→ 101	-0.2
COc1ccc(CC(=O)Nc2ccc(-c3noc(-c4ccc(Cl)cc4)n3)cc2)cc1
→ 100	0
NC(N)=NN=C1c2ccccc2-c2ccccc21
→ 100	0
O=C(CSc1nnc(-c2ccc(Br)cc2)n1-c1ccccc1)N/N=C/c1ccco1
→ 105	0.6
Cc1cc2c(cc(C(=O)OC(C(=O)NC3CCCC3)c3ccccc3F)n2C)o1 (stereo unspecified)
→ 106	2.4
CC1CNc2ccccc2N=C1N1CCOCC1 (stereo unspecified)
→ 107	0.5
O=C(O)c1ccccc1Sc1ccccc1S(=O)(=O)NC12CC3CC(CC(C3)C1)C2
→ 103	-0.2
COc1ccc(N2C(=O)C=CC2=O)cc1OC
→ 100	-0.2
CCOC(=O)CSc1sc(C(=O)OCC)c2c1S(=O)(=O)N(C)c1ccccc1-2
→ 111	1.6
CC(C)c1ccc(C2Nc3ccccc3S(=O)(=O)N2Cc2ccccc2)cc1 (stereo unspecified)
→ 104	0.8

Further results follow:
Order of values – PV pol inh	PV pol inh FP z-score
O=C(Nc1ccc(Cl)cc1)C1CCC(CNS(=O)(=O)c2ccc(Br)s2)CC1 (stereo unspecified)
→ 110	0.6
Cc1ccc(C(=O)CSc2cccc[n+]2[O-])cc1
→ 100	-0.5
Nc1nc(-c2ccco2)nn1C(=O)Cc1ccccc1
→ 98	-0.8
CCOc1ccc(CCNC(=O)C(CC)n2nc(C)c3c(C)n(-c4ccccc4)nc3c2=O)cc1 (stereo unspecified)
→ 104	-0.8
O=C(NCc1cccnc1)c1ccc(NC(=O)c2ccco2)cc1
→ 100	-1.1
COCCCn1[nH]nnc1=S
→ 100	-0.3
CCN(CC)C(=O)C1=C(C)Nc2nc3ccccc3n2C1c1ccc(Cl)cc1 (stereo unspecified)
→ 105	-0.2
O=C(NCC(c1cccnc1)N1CCN(Cc2ccccc2)CC1)c1ccccc1 (stereo unspecified)
→ 100	-0.3
COc1cc(Cl)c(C)cc1NC(=O)CC(c1ccc(F)cc1)N1Cc2ccccc2C1=O (stereo unspecified)
→ 110	0.4
CCN(CC)CCNc1ccc2nnc(CCNS(=O)(=O)c3ccc(C)cc3)n2n1
→ 107	1.4
CCc1cccc2sc(N3CCN(C(=O)C4CC4)CC3)nc12
→ 108	0.4
Cc1nc(-c2ccccc2)sc1CCNC(=O)C(=O)Nc1ccc2c(c1)OCO2
→ 109	0.4
CCC(C(=O)Nc1c(-c2ccccc2)nc2cc(C)ccn12)c1ccccc1 (stereo unspecified)
→ 102	0.3
O=C(CSc1nccn1Cc1ccccc1)NCc1ccccc1Cl
→ 109	0.2
Cc1ccc2c(c1)N(CCC(=O)NCc1ccccc1Cl)C(=O)CO2
→ 102	-0.2
N#CCCn1nc(-c2ccccc2)cc1-c1ccccc1
→ 101	0
O=C(Nc1ccncc1)c1ccc2nc[nH]c2c1
→ 101	-0.2
NC(=O)c1nc2n(c1N)CCCC2
→ 100	-0.4
COC(=O)c1ccc(Cn2nc(-c3ccc(C)c(C)c3)ccc2=O)cc1
→ 109	0.5
CCN(CC)Cc1ccc(C(=O)OC)o1
→ 98	-0.2
CCN(CCCNC(=O)c1nn(-c2ccc(OC)c(Cl)c2)c(=O)c2c1c1ccccc1n2C)c1cccc(C)c1
→ 104	0
NC1=NC(c2ccc(Cl)cc2)C(C(=O)c2ccccc2)N1 (stereo unspecified)
→ 102	0.1
Cc1ccc(-n2nnc3c(SCC(=O)NCc4ccccc4Cl)ncnc32)cc1
→ 101	-0.9
c1ccc(COn2c3c(c4c5nonc5ccc42)CCCC3)cc1
→ 97	-1.2
O=C(c1ccc2c(c1)N(Cc1ccccc1)C(=O)c1ccccc1S2(=O)=O)N1CCCC1
→ 104	-0.3
CC1Cc2cc(S(=O)(=O)CCC(=O)Nc3cccnc3)ccc2N1C(=O)C1CC1 (stereo unspecified)
→ 103	0.5
COc1ccc(NC(=O)Cn2cc(S(=O)(=O)c3ccccc3)c(=O)c3cc4c(cc32)OCO4)cc1
→ 110	0.7
Cc1ccc(S(=O)(=O)CCc2nnc(NC(=O)C3CCCN3C(=O)NC3CCCCC3)s2)cc1 (stereo unspecified)
→ 101	0
Cc1ccc(SCCC(=O)N/N=C/c2c(CO)cnc(C)c2O)cc1
→ 107	0.4
COc1ccc(/C=C/C(=O)N(C)C2CCS(=O)(=O)C2)cc1 (stereo unspecified)
→ 100	-0.2

7 compounds picked at random from those above:
Order of values – PV pol inh	PV pol inh FP z-score
COc1ccccc1NC(=O)Cn1c(=O)n2nc(C)nc2c2ccccc21
→ 101	0.1
CS(=O)(=O)Cc1ccc(C(=O)N2CCCC2c2cccs2)cc1 (stereo unspecified)
→ 100	0
O=C(CCCN1C(=O)c2ccccc2C1=O)N1CCCCC1
→ 104	0.8
CC1Cc2cc(S(=O)(=O)CCC(=O)Nc3cccnc3)ccc2N1C(=O)C1CC1 (stereo unspecified)
→ 103	0.5
CC(C(=O)O)n1c(-c2cccs2)n[nH]c1=S (stereo unspecified)
→ 105	0.3
CCOC(=O)CSc1sc(C(=O)OCC)c2c1S(=O)(=O)N(C)c1ccccc1-2
→ 111	1.6
COc1ccc(/C=C/C(=O)N(C)C2CCS(=O)(=O)C2)cc1 (stereo unspecified)
→ 100	-0.2

Next part
Order of values – PV pol inh	PV pol inh FP z-score
CCCN1C(=O)C2(c3ccccc31)c1c(oc3ccccc3c1=O)C(=O)N2CCO (stereo unspecified)
→ 108	0.4
COc1ccc(NC(=O)c2csnn2)cc1
→ 113	0.9
O=C(c1cc2c(=O)[nH]c3ccccc3c2s1)N1CCN(c2ccc(F)cc2)CC1
→ 108	0.2
Cc1ccc(-n2ncc3c(N4CCN(C)CC4)ncnc32)cc1C
→ 105	-0.3
CCOc1ccc(Nc2oc(/C=C/c3ccc(F)cc3)nc2C#N)cc1
→ 107	-0.3
Cc1ccc(-n2nc3c(=O)n(CC(=O)NC(C)C)nc(C)c3c2C)cc1
→ 113	0.9
CCOc1ccc(CCNC(=O)c2cc3c(=O)oc4ccc(C)cc4c3s2)cc1
→ 103	0.3
Cc1nnc(SCc2cc(=O)[nH]c(N3CCN(c4ccccc4)CC3)n2)s1
→ 101	-0.4
CC1CCN(C(=O)CSc2nnc(NC(=O)Nc3ccccc3)s2)CC1
→ 100	-1.7
O=C(CNC(=O)c1ccccc1)NCc1ccc(F)cc1
→ 101	-0.3
Cc1ccc(NC(=O)CSc2ccc(-c3sc(-c4ccccc4)nc3C)nn2)cc1F
→ 113	0.9
COc1cccc(N=c2scc(-c3cccs3)n2CCCN2CCCC2=O)c1
→ 105	0.3
COc1ccccc1NC(=O)C1=C(C)Nc2c(C(=O)Nc3ccc(F)cc3)cnn2C1c1cccc([N+](=O)[O-])c1 (stereo unspecified)
→ 105	0.1
COc1ccc(Cc2nn3c(C(C)(C)C)nnc3s2)cc1OC
→ 103	0.6
CC(C)Cc1ccc(C(C)C(=O)NC(C)Cc2c[nH]c3ccccc23)cc1 (stereo unspecified)
→ 101	-0.2
Cc1ccccc1OCC(=O)Nc1ccc(S(=O)(=O)N(Cc2ccccc2)c2ccccc2)cc1
→ 105	-0.1
Cc1ccc(NC(=O)c2cnc(SCC(=O)N3CCOCC3)n(C)c2=O)cc1
→ 111	0.7
Cc1cccc(CS(=O)(=O)Cc2ccc(C(=O)NC(C)c3ccccc3)o2)c1 (stereo unspecified)
→ 113	0.5
Cc1ccc(NC(=O)C2CCCN(S(=O)(=O)c3ccc4c(c3)oc(=O)n4C)C2)cc1Cl (stereo unspecified)
→ 105	-0.6
CSc1nc2sc(C)cc2c(=O)n1C
→ 101	-0.2
COc1ccc(S(=O)(=O)Nc2ccc(-c3csc(C)n3)cc2)cc1
→ 106	0.4
OC(CNc1ccncc1)COc1ccc(OCC(O)CNc2ccncc2)cc1 (stereo unspecified)
→ 105	0.4
COc1ccc(C(c2c(O)c3ccccc3oc2=O)c2c(C)n(C)n(-c3ccccc3)c2=O)cc1 (stereo unspecified)
→ 105	-0.1
O=S(=O)(c1cccs1)N1CCN(Cc2nc3ccccc3s2)CC1
→ 99	-0.7
Cn1c(=O)[nH]c(=O)c2[nH]c(CN3CCN(Cc4ccccc4)CC3)nc21
→ 105	1.1
Cc1oc2ncnc(N3CCOCC3)c2c1C(=O)N1CCN(c2cccc(C(F)(F)F)c2)CC1
→ 107	-0.1
COc1ccc(F)cc1S(=O)(=O)Nc1ccc2c(c1)N(C(C)=O)CCC2
→ 104	0.5
Cn1c(SCc2ccc(F)cc2)nc2ccc(C(=O)NCc3cccc(Cl)c3)cc21
→ 108	-0.6
CC(C)c1ccc(NC(=O)CCn2c(=O)c3cccn3c3ccccc32)cc1
→ 112	0.9

Not all compounds are listed (hit frequency here may not be typical).
